Screening data from PubChem BioAssay.
S-ASM inh: Inhibitors of Secretory Acid Sphingomyelinase (S-ASM): qHTS; Sphingomyelin phosphodiesterase (Homo sapiens), P17405; placental ASM, HMU-PC fluorogenic substrate, 60 min; Potency, µM (top dose mostly 57.5 µM), for the others: top-dose activity change, negative = inhibition, hits mostly inhibitors; 0.006% of 340,000 active; note: potency is the fitted concentration of half-maximal effect
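Fluorogenic HMU-PC substrate (9 uM final) is turned over by placental ASM in 60 min at 37 C after a 10 min compound preincubation. Reaction ended by alkaline stop (pH 10), with fluorescence read at 386/447 nm.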
p53 reactivation: qHTS assay for re-activators of p53 using a Luc reporter. H1299 p53-A138V BP100-luciferase reporter, luminescence, 24 h. Potency, µM (series often up to 92.2 µM), for the others: at the top dose activity change, positive = activation, usual class: activators. 0.063% of 320,000 active. AID 504706, 2011; note: potency is the fitted concentration of half-maximal effect; % of control where 0% means no effect; nearly all actives have a fitted effect of over 45% in size
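p53-null H1299 cells stably carrying temperature-sensitive p53-A138V and a BP100-luciferase reporter were pinned with compounds (4-point, 1:5 series) and held 24 hrs at 37 deg C. Luminescence was read 10 min after detection reagent.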
BRCA1 expr act: qHTS Assay to Identify Small Molecule Activators of BRCA1 Expression; Potency, µM (series often up to 46.1 µM), for inactives: at the highest dose activation, usual class: activators; MCF7-BRCA1-FFLuc reporter, luminescence, 48 h; response scale: scaled: vehicle 0%, 10 µM genistein 100%; AID 624202, 2012; 1.1% of 380,000 active; note: potency is the fitted concentration of half-maximal effect; nearly all actives have a fitted effect of over 80% in size; some results filed as inactive show a strong effect at the top dose
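Using MCF7 cells harboring a BRCA1 firefly luciferase reporter, plated 2 h before compound pinning, the screen measured luminescence after 48 h incubation. Responses were normalized to DMSO and 10 microM genistein, then fitted for concentration-effect.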
USP2a inh: qHTS Assay for Inhibitors of Ubiquitin-specific Protease USP2a Using CHOP2 as the Reporter; USP2 core, Ub-CHOP2 coupled fluorogenic reporter, 485/531; Potency, µM (series often up to 38.3 µM), for the others: top-dose activity change, negative = inhibition, hits mostly inhibitors; 0.01% of 330,000 active; AID 463254, 2010;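 note: potency is the fitted concentration of half-maximal effect; plate controls were DMSO wells for no effect and full inhibition by NEM control for full effect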
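USP2 core (10nM final) preincubated 30min RT with compound in 20mM Tris-HCl pH 8.0, 2mM CaCl2, 2mM beta-mercaptoethanol, 0.05% CHAPS; 25nM Ub-CHOP2 plus 25nM reporter substrate added, fluorescence (Ex485/Em531) read after 60min.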
Integrin act MD: qHTS for Activators of Integrin-Mediated Alleviation for Muscular Dystrophy; Potency, µM (highest dose often 38.3 µM), for the others: top-dose activation, usual class: activators; 0.064% of 350,000 active; alpha7betagal myoblasts, beta-gal FDG fluorescence, 48 h; AID 624291, 2012;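 note: potency is the fitted concentration of half-maximal effect; 100% = response of the positive control SU9516; nearly all actives have a fitted effect of over 60% in size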
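Alpha7betagal+/- myoblasts (passage 13) were plated 16-24 hr, then exposed to compounds (1:260 dilution of DMSO stock) for 48 hours at 37C. After MPER lysis, β-galactosidase reporter activity was read as FDG fluorescence (ex 480/em 540) after 30 minutes.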
TRPV1 agonist: HTS Assay for Compounds that Act as Agonists of the Vanilloid Receptor 1; activation, % at 8.33 µM; 0.19% of 320,000 active; AID 540275, 2011; TRPV1-expressing cells, Fluo-8 calcium influx, agonist mode; Transient receptor potential cation channel subfamily V member 1 (Homo sapiens), Q8NER1; in the data active = activation above about 80%; inconclusive = between about 30% and that limit; note: 0% is about no effect
Target sequence (Q8NER1 whole entry, looked up): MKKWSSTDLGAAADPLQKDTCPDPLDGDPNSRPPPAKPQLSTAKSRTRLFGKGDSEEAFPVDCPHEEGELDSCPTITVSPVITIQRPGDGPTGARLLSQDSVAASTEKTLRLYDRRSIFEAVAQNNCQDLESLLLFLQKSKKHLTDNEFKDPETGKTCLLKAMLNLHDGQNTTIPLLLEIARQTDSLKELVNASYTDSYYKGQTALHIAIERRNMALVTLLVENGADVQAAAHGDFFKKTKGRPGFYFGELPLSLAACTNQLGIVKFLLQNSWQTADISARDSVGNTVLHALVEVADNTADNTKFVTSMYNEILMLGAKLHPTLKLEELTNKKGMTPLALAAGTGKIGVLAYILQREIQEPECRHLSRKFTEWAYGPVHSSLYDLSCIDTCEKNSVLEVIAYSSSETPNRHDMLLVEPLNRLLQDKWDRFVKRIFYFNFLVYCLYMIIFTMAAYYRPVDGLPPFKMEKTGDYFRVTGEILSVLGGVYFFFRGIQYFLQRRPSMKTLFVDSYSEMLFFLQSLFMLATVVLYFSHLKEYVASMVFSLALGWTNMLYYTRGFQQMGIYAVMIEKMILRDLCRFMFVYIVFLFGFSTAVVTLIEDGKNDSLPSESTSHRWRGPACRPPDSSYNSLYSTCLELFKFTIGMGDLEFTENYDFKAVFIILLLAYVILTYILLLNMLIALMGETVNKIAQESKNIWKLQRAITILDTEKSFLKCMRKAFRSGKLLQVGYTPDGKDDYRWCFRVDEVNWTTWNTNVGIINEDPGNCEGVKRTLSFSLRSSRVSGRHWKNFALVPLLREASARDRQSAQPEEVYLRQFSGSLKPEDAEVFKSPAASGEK
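TRPV1-expressing cells were cultured overnight at 35.5C and loaded with Fluo-8 calcium dye for 40 to 90 min at room temperature. After a 10 s baseline, compound was added and calcium influx was read kinetically for 3 min (ex 480/em 520 nm).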
Eya2 inh: qHTS Assay for Inhibitors of the Phosphatase Activity of Eya2; recombinant Eya2, OMFP fluorescence dephosphorylation (OMFP is methylfluorescein phosphate); 0.006% of 330,000 active; Potency, µM (highest dose often 76.9 µM), for the others: at the highest dose activity, negative = inhibition, actives largely listed as inhibitors; Protein phosphatase EYA2 (Homo sapiens), O00167; note: potency is the fitted concentration of half-maximal effect; % is set by controls: 0 for no effect and ±100 for the full control effect
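Eya2 protein (added as 0.2 uM solution) was preincubated with compound for 10 min at ambient temperature in 50 mM HEPES pH 7.5, 50 mM NaCl, 5 uM MgCl2, 0.05% BSA, 1 mM DTT. OMFP (added at 50 uM) then reacted 10 min; fluorescence read at 485/525 nm.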
B2AR arrestin: qHTS assay of beta-arrestin-biased ligands of beta2-adrenergic receptor; Beta-2 adrenergic receptor (Homo sapiens), P07550; beta-arrestin recruitment to beta2AR, cell-based reporter; Potency, µM (series often up to 46.1 µM), inactives show at the highest dose activation, actives largely listed as activators; 0.02% of 330,000 active;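 note: potency is the fitted concentration of half-maximal effect; 0% = DMSO controls and full agonism = EC100 isoproterenol or metaproterenol; nearly all actives have a fitted effect of over 65% in size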
ELG1 genotoxic: qHTS screen for small molecules that induce genotoxicity in human embryonic kidney (HEK293T) cells expressing luciferase-tagged ELG1; HEK293T ELG1-luciferase reporter, luminescence, 16 h; Potency, µM (series often up to 46 µM), for inactives: top-dose activity change, positive = activation, actives largely listed as activators; 1.3% of 330,000 active; AID 504466, 2011; note: potency is the fitted concentration of half-maximal effect; % of control where 0% means no effect; nearly all actives have a fitted effect of over 60% in size
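Step 1: seed 2,000 HEK293T ELG1-luciferase cells per well. Step 2: add compound or DMSO, incubate 16 hr at 37 °C. Step 3: ONE-Glo, 30 min at room temperature, read luminescence.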
uPA generation: qHTS for Inhibitors of Cell Surface uPA Generation; cell surface uPA generation assay, qHTS; Potency, µM (highest dose often 38.3 µM), inactives show at the top dose activity change, negative = inhibition, most hits filed as inhibitors; 0.31% of 330,000 active; AID 540303, 2011; active = well fitted inhibition curve with a large enough effect; inconclusive = small, poorly fitted or top-dose-only effect; inactive = no such curve, though single readings can be large or run the other way; tested in mouse RAW 264.7 cells; note: potency is the fitted concentration of half-maximal effect; % is set by controls: 0 for no effect and ±100 for the full control effect; nearly all actives have a fitted effect of over 55% in size
TSG101-PTAP inh: qHTS Assay for Iinhibitors of HIV-1 Budding by Blocking the Interaction of PTAP/TSG101. Potency, µM (doses to about 115 µM), for the others: at the highest dose activity change, negative = inhibition, hits mostly inhibitors. Fluorescence polarization, FITC-PTAP peptide / Tsg101 binding. 340,000 tested, under 10 active; active = well fitted inhibition curve with a large enough effect in the main read-out, with a control signal flat, not every such curve was filed as active; inconclusive = small, poorly fitted or top-dose-only effect, or effect the other way, or a change in a side signal; inactive = no such curve, though single readings can be large or run the other way; note: potency is the fitted concentration of half-maximal effect; % of control where 0% means no effect
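Compounds were pin-transferred onto Tsg101 binding domain (10 uM final) in HEPES pH 7.5 buffer, then FITC-PTAP peptide was added at 50 nM final. After 20 min at RT, polarization reported peptide displacement across a qHTS concentration series.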
Starred values were filed as active, the others as inactive; ? = inconclusive; nt = not tested or not shown; [ ] = dose if it differs, or a comment. Unless noted, calls come from the whole dose curve; as a rule, active = well fitted curve in the direction sought with a large enough effect; inconclusive = small, poorly fitted or top-dose-only effect, or another doubt; inactive = no such curve, though single readings can be large; an effect the other way counts as inactive or inconclusive. Hits appear at their usual frequency, and some 2.6% of all compounds hit somewhere here.

SMILES	S-ASM inh	p53 reactivation	BRCA1 expr act	USP2a inh	Integrin act MD	TRPV1 agonist	Eya2 inh	B2AR arrestin	ELG1 genotoxic	uPA generation	TSG101-PTAP inh
O=C1CN(C(=O)CSc2nnc(-c3ccccc3)n2Cc2ccc3c(c2)OCO3)c2ccccc2N1	2%	7%	5%	0%	38%	1	-5%[15.4 µM]	0.3%	1%	5%	-3%
COc1ccc(C(=O)COC(=O)CNC(=O)c2ccc(Cl)cc2Cl)c(OC)c1	-2%	5%	-9%	1%	-4%	0	1%	0.4%	0%	3%	-5%
Cc1ccc(S(=O)(=O)N2CCOCC2)cc1C(=O)OCC(=O)c1ccc(Br)cc1	0%	-2%	-47%	2%	9%	0	0%	-0.1%	-3%	-3%	-3%
O=C(C1=C(O)C(=O)N(CCCN2CCOCC2)C1c1ccccn1)c1cccs1 (configuration not stated)	nt	7%	nt	0%	nt	8	4%	-0.1%	-3%	nt	nt
O=C(CN1C(=O)c2ccccc2C1=O)NCC(=O)OCC(=O)c1ccc(Br)cc1	-2%	-12%	-3%	1%	-1%	-5	13%	-0.1%	3%	2%	0%
CS(=O)(=O)c1nc(S(=O)(=O)c2ccc(Cl)cc2)c(NCCN2CCOCC2)s1	-1%	6%	-1%	5%	-17%	3	-3%	0.1%	1%	-1%	-2%
O=C(O)CCSc1nc2ccccc2s1	3%	-26%	-89%	1%	2%	3	7%	-0.2%	-13%	6%	nt
COc1ccc(NC(=O)CN(C)C(=O)c2cccc(S(=O)(=O)Nc3ccccc3Cl)c2)cc1	-1%	-2%	-5%	-3%	3%	-3	15%	-0.1%	-2%	-3%	-3%
O=S(=O)(NN=Cc1ccc(O)cc1O)c1cc(Cl)c(Cl)cc1Cl	-1%	nt	-41%	nt	20%	nt	nt	nt	nt	2%	-4%
CCN(C(=O)C1CCN(c2nc(-c3ccc(OC)cc3)no2)CC1)c1ccccc1	-3%	11%	-7%	1%	-15%	24	-11%	-0.2%	-1%	1%	-1%
O=C(CSc1ncccn1)N/N=C/c1ccccc1[N+](=O)[O-]	1%	10%	-22%	0%	-21%	2	-10%	-0.1%	0%	5%	0%
CCOC(=O)C1(Cc2ccccc2)CCN(Cc2ccc(C3CCCCO3)s2)CC1 (configuration not stated)	4%	-4%	-37%	3%	-29%	7	3%	0.6%	-12%	-1%	-4%
O=C(O)C1CCCN1S(=O)(=O)c1ccccc1 (configuration not stated)	0%	0%	1%	3%	35%[7.66 µM]	0	0%	-1.1%	1%	-3%	4%
Fc1ccc(-c2nnc3n2CCCCC3)cc1	-3%	1%	-13%	0%	9%	-3	1%	0.0%	-1%	3%	-3%
O=C(COC(=O)c1cccc(S(=O)(=O)N2CCN(c3ccc(F)cc3)CC2)c1)NCC1CCCO1 (configuration not stated)	6%	19%	-24%	-6%	17%	12	0%	0.0%	0%	-2%	0%
O=C1CCC/C(=N/NC(=O)C2CCN(S(=O)(=O)c3cccs3)CC2)C1	3%	-1%	-3%	5%	15%	-3	7%	-1.1%	1%	6%	-2%
CCc1cc2cc(C(=O)Nc3ccc(F)cc3)sc2s1	-2%	?	15%	1%	-4%	?	-1%	0.2%	13%	-2%	-9%
Cc1nn(-c2ccccc2)c(N)c1C1(O)C(=O)Nc2ccccc21 (configuration not stated)	0%	0%	15%	-2%	?	0	-6%	0.4%	-2%	5%	0%
N/C(Cc1ccc(Cl)cc1)=N\OC(=O)Cc1ccc([N+](=O)[O-])cc1	-6%	6%	-27%	-1%	5%	9	3%	-0.1%	-6%	?	1%
O=C(O)CCNS(=O)(=O)c1ccccc1	1%	-3%	-20%	4%	15%	-1	-6%	-0.1%	2%	-4%	-2%
CNC(=O)CSc1nc(-c2ccccc2)c(-c2ccccc2)o1	1%	3%	1%	-2%	8%	28	7%	0.2%	0%	1%	-3%
COc1cccc(/C=N/NC(=O)C(C)Sc2ccccc2)c1 (configuration not stated)	-1%	-5%	-23%	-1%	3%	3	-8%	0.1%	-5%	2%	0%
O=C1c2ccccc2NC(c2ccc(-c3cccs3)o2)N1O (configuration not stated)	185%[activator]	?	?	-2%	nt	3	1%	0.3%	?	?	-3%
COC(=O)C1=C(C)Nc2nnnn2C1c1cc(OC)ccc1OC (configuration not stated)	3%	-4%	-4%	1%	-9%	-3	18%	-0.4%	12%	10%	-7%

Reformatted: five of the compounds above
Results follow in this order: S-ASM inh | p53 reactivation | BRCA1 expr act | USP2a inh | Integrin act MD | TRPV1 agonist | Eya2 inh | B2AR arrestin | ELG1 genotoxic | uPA generation | TSG101-PTAP inh
O=C1CCC/C(=N/NC(=O)C2CCN(S(=O)(=O)c3cccs3)CC2)C1
    3% | -1% | -3% | 5% | 15% | -3 | 7% | -1.1% | 1% | 6% | -2%
O=C1c2ccccc2NC(c2ccc(-c3cccs3)o2)N1O (configuration not stated)
    185%[activator] | ? | ? | -2% | nt | 3 | 1% | 0.3% | ? | ? | -3%
O=C(O)C1CCCN1S(=O)(=O)c1ccccc1 (configuration not stated)
    0% | 0% | 1% | 3% | 35%[7.66 µM] | 0 | 0% | -1.1% | 1% | -3% | 4%
COc1cccc(/C=N/NC(=O)C(C)Sc2ccccc2)c1 (configuration not stated)
    -1% | -5% | -23% | -1% | 3% | 3 | -8% | 0.1% | -5% | 2% | 0%
COC(=O)C1=C(C)Nc2nnnn2C1c1cc(OC)ccc1OC (configuration not stated)
    3% | -4% | -4% | 1% | -9% | -3 | 18% | -0.4% | 12% | 10% | -7%

Next compounds
SMILES	S-ASM inh	p53 reactivation	BRCA1 expr act	USP2a inh	Integrin act MD	TRPV1 agonist	Eya2 inh	B2AR arrestin	ELG1 genotoxic	uPA generation	TSG101-PTAP inh
Cc1cc(C)n(-c2ccc(C(=O)NCc3ccc(F)cc3)cc2)n1	3%	-4%	2%	1%	-15%	18	-15%	-0.8%	-6%	-2%	-5%
COc1ccc2c(-c3cnc(N4CCOCC4)nc3)c(-c3ccc(S(C)(=O)=O)cc3)sc2c1	181%[activator]	-3%	-35%	5%	-5%	nt	-2%	0.1%	1%	25%	nt
CCCOP(=O)(c1ccc(N(C)C)cc1)C(O)c1cccnc1 (configuration not stated)	3%	-13%	1%	1%	-5%	-4	-27%	-0.7%	3%	nt	-5%
COc1cccc(/C=N/NC(=O)c2cc3c(OC)c(OC)ccc3[nH]2)c1OC	-15%	-4%	-31%	3%	-49%[inhibitor]	12	-13%	-0.7%	4%	?	-6%
Cc1nn(-c2ccccc2)c(C)c1NC(=O)COC(=O)c1ccccc1	3%	2%	-1%	1%	6%	-1	-1%	0.3%	1%	9%	-2%
COc1ccc(CNC(=O)c2cccnc2Sc2ccc(C)c(C)c2)cc1	-3%	2%	0%	2%	3%	25	-3%	-0.2%	0%	0%	-3%
CN(c1ccc(C(=O)NCc2ccco2)cc1)S(C)(=O)=O	-1%	?	9%	0%	9%	-16	-23%	-0.5%	4%	0%	-5%
COc1cccc(C2CC(C(F)(F)F)n3nc(C(=O)NCc4cccnc4)cc3N2)c1 (configuration not stated)	4%	2%	-2%	-1%	-20%	-1	2%	-0.2%	0%	-1%	-1%
CC(C)NC(=O)N(C)C[C@H]1Oc2c(NS(=O)(=O)c3cccs3)cccc2C(=O)N([C@H](C)CO)C[C@@H]1C	-2%	3%	-3%	0%	-6%	nt	-21%	-0.2%	4%	-5%	-1%
